GPR151 activ – activates the human receptor GPR151 | AID 1508602 | Q8TDV0 | 650,000 tested, 1% active | activation, % at 11.2 µM | PathHunter beta-arrestin GPR151 cells, luminescence; in the data active = activation above about 4.9%;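 note: 0% = median of compound wells and 100% = cells with positive control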
Target sequence (Q8TDV0 whole entry, looked up): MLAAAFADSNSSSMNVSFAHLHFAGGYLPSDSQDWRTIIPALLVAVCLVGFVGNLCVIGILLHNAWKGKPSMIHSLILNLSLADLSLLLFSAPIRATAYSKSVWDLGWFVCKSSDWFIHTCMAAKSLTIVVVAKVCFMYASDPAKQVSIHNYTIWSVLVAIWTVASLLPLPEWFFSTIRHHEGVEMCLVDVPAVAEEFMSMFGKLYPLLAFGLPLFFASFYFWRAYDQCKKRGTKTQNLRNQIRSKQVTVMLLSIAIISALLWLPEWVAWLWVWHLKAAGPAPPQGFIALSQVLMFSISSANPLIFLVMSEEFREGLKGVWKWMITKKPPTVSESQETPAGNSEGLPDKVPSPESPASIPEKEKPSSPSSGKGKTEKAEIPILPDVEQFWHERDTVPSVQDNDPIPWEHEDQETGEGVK
MITF inh – inhibitors of human MITF; inhibition, % at 2.6 µM; AlphaScreen MITF homodimerization, bead proximity signal; 650,000 tested, 0.91% active; in the data active = inhibition above about 50%;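 note: 0% = vehicle wells with protein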
TEAD-YAP inh – TEAD-YAP interaction inhibition. HEK-TIYL cells, TEAD-Gal4/YAP UAS-luciferase luminescence. inhibition, % at 9.12 µM. 640,000 tested, 1.4% active. AID 1259422; in the data active = inhibition above about 32%;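 note: 0% = median of test compound wells and 100% = reference inhibitor wells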
FBW7 act – human FBW7 E3 ligase activation, primary screen. normalized activity (activation), % at 26.1 µM. Q969H0. 650,000 tested, 0.13% active. AlphaScreen FBW7–phospho-cyclin E peptide binding, activator screen. AID 1259310; in the data active = normalized activity above about 1.9%;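 note: purified mutant Fbw7 with reduced substrate affinity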
Target sequence (Q969H0 whole entry, looked up): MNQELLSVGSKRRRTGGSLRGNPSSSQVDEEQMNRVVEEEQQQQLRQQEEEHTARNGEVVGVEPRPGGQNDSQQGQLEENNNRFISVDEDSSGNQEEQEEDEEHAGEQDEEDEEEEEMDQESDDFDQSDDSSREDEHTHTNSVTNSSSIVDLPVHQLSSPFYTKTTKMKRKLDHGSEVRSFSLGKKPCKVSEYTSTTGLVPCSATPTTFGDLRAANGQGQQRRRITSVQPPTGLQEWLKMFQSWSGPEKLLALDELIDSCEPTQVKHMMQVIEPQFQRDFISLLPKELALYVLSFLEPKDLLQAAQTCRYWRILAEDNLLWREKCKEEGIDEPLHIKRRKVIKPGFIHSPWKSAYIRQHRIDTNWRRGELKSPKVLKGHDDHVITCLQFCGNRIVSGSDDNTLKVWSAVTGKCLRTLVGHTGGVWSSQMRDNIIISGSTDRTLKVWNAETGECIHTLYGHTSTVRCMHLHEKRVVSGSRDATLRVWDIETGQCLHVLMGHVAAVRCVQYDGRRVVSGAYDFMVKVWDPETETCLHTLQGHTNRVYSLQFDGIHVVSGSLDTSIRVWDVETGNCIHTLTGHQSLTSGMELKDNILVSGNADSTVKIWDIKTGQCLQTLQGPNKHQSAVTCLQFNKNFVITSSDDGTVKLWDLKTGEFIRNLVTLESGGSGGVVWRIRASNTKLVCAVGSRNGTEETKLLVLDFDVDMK
* marks the source's active call; other numbers are inactive results.

SMILES | GPR151 activ | MITF inh | TEAD-YAP inh | FBW7 act
O=C(CSc1ccccn1)Nc1cc(Cl)cc(Cl)c1 | 0.7 | 5 | -4 | 0.0
CC(C)(C)C(=O)Nc1c2c(nn1-c1ccc([N+](=O)[O-])cc1)CSC2 | -0.4 | -4 | 3 | 0.0
O=C(NCc1cccs1)c1cc(-c2ccc3c(c2)OCO3)on1 | -0.4 | 16 | -3 | 0.0
CCOC(=O)CN(Cc1ccc(F)cc1)S(=O)(=O)c1ccc(Br)cc1 | 3.9 | 12 | 5 | 0.1
Cc1cc2nnc(SCc3ccc(F)cc3)n2c2ccccc12 | 0.3 | 5 | 1 | 0.0
Cc1noc(C)c1COC(=O)c1ccccc1I | -0.2 | -3 | 2 | 0.0
COC(=O)C(C)n1cnc2c(nnn2-c2ccc(OC)cc2)c1=O (stereo unspecified) | -0.1 | 4 | -5 | -0.2
Cc1ccc(CC2(CCC(=O)N(CCO)Cc3ccccc3)CCC(=O)N2)cc1 (stereo unspecified) | -1.2 | 14 | -4 | 0.5
NC(=O)COc1cc2oc(=O)c3c(c2cc1Cl)CCC3 | -0.6 | -5 | -3 | -0.1
CCOC(=O)C(=CNc1cc(C)nn1C(C)(C)C)C(=O)OCC | 2.1 | -3 | 1 | 0.0
Cc1nc(N2CCOCC2)c2c(C)c(C(=O)NC3CCCCCC3)sc2n1 | 0.5 | -7 | -8 | -0.1
CC(=O)C1=C(C)N=c2s/c(=C/c3ccc(-c4ccc(Cl)c([N+](=O)[O-])c4)o3)c(=O)n2C1c1ccc(N(C)C)cc1 (stereo unspecified) | 0.6 | -1 | 11 | 0.1
Cc1ccc(S(=O)(=O)N(CC(=O)N2CCCCC2)c2ccccc2C)cc1 | -0.1 | -3 | 10 | -0.1
Cc1ccc(C(=O)NCCc2ccc(S(N)(=O)=O)cc2)cc1 | -0.8 | -3 | 5 | -0.2
CCOC(=O)c1ccc(NC(=S)N(Cc2ccccc2)Cc2ccccn2)cc1 | -0.1 | -9 | 3 | -0.3
COc1ccc(NC(=O)Nc2nnc(Cc3ccccc3)s2)cc1 | -0.2 | -27 | -4 | 0.0
Cc1cccc(C)c1NC(=O)/C(C#N)=C/c1ccc([N+](=O)[O-])cc1 | -0.8 | 6 | 10 | -0.1
N#CCSc1nc2ccccc2c(=O)n1Cc1ccco1 | -0.2 | 2 | 1 | -0.1
CCc1cn[nH]c1C1CCN(Cc2ccn[nH]2)CC1 | -0.8 | 0 | -2 | 0.0
Cc1ccc(N2CCN(C(=O)CN3CC(c4ccccc4)CC3=O)CC2)c(C)c1 (stereo unspecified) | 0.8 | -8 | 13 | -0.2
COc1ccccc1N1CCN(C(=O)CN2C(=O)c3ccccc3S2(=O)=O)CC1 | -0.3 | -3 | 9 | -0.1
O=C(NC1CCCC1)c1cc(S(=O)(=O)N2CCCCC2)c[nH]1 | -0.8 | 3 | 6 | 0.1
CC(C)(C)OC(=O)c1sc2nc3c(cc2c1N)CCCC3 | -1.3 | 0 | -77 | 0.0
Nc1nc(F)cc(Oc2ccccc2)n1 | -1.3 | 4 | 10 | 0.2
COC(=O)c1ccc(N2C(=O)c3ccncc3C2=O)cc1 | -0.3 | -2 | 0 | -0.2

(next part)
SMILES | GPR151 activ | MITF inh | TEAD-YAP inh | FBW7 act
C=CCNC(=O)C(=O)NCC1CCCN1CC (stereo unspecified) | -0.7 | 9 | 1 | -0.1
Cc1cc(C)nc(NC(=O)/C=C/c2ccco2)n1 | -0.7 | 21 | 11 | -0.1
CNC(=O)c1ccc(-c2sc3nc(N4CCOCC4)c4c(c3c2N)CCCC4)o1 | -1.0 | -8 | -11 | -0.5
CC(C)CCNC(=O)CSc1nc2ccsc2c(=O)n1CCCCCC(=O)NCCc1ccccc1 | 0.5 | 6 | -9 | 0.1
O=C(COc1ccc(Cl)cc1)NCCSc1ccccn1 | 1.0 | 0 | -13 | 2.6*
COc1cc([N+](=O)[O-])cc(/C=N/NC(=O)c2nc3nc(C)cc(C)n3n2)c1O | -0.4 | 18 | -9 | -0.7
CC(=O)N(CCO)Cc1cc2cc3c(cc2[nH]c1=O)OCCO3 | 0.8 | 7 | -10 | 1.6
C=CCN(c1ccccc1)S(=O)(=O)c1ccc(F)c(C(=O)Nc2ccc(C(F)(F)F)cc2)c1 | -0.4 | 9 | 6 | 0.6
CCN(CC)C(=O)CSc1nc(C)cc(=O)[nH]1 | -1.9 | 9 | -2 | 0.0
Cc1ccc(S(=O)(=O)N2CCN(Cc3cc(C(C)(C)c4ccccc4)ccc3O)CC2)cc1 | -1.7 | -14 | -6 | 0.0
CCOC(=O)c1ccc(Nc2c(C(=O)OCC)cnc3ccccc23)cc1 | 0.3 | -10 | -6 | -0.3
O=C(NCC1CCC2(CCN(C(=O)/C=C/c3ccc(F)c(F)c3)CC2)O1)c1ccccn1 (stereo unspecified) | 1.2 | 10 | 11 | 0.0
CN(Cc1ccccc1)C(=O)c1cc2c(=O)n3ccccc3nc2n1C | -0.1 | -6 | -24 | 0.5
Cc1cc(N=Nc2c(C)n(C)n(-c3ccccc3)c2=O)ccc1N | -1.4 | 4 | -20 | -0.3
COc1cccc(C2(NC(=O)c3cccc(-n4cnnn4)c3)CCCC2)c1 | 1.1 | 8 | 11 | 0.0
CC1=C(C(=O)OC2CCCCCCC2)C(c2ccccc2[N+](=O)[O-])CC(=O)N1 (stereo unspecified) | 5.3* | 5 | -1 | 0.0
O=C(Nc1ccc(N2CCOCC2)cc1)c1cnc(Nc2ccncn2)s1 | 0.1 | 0 | 20 | 0.0
COc1ccc(OC)c(NC(=O)CSc2nncn2N)c1 | 0.7 | 3 | 7 | 0.0
Cc1ncc2c(c1CNC(=O)c1ccoc1C)CCN(C(=O)CC(C)(C)C)C2 | 0.5 | 15 | 1 | 0.0
COc1cc(OC)cc(C(=O)Nc2ccc(Cl)c3ncsc23)c1 | -0.7 | -2 | -32 | 0.6
CCC(Oc1ccccc1)C(=O)NCCCN1CCOCC1 (stereo unspecified) | -0.1 | -1 | 0 | -0.5
O=C(N/N=C/c1cccc([N+](=O)[O-])c1)c1cc(-c2cccnc2)nc2ccccc12 | -1.5 | 18 | -9 | 0.2
COc1ccc(CCC(=O)NCC2CCC3(CCN(C(=O)CC(C)C)CC3)O2)cc1 (stereo unspecified) | 2.1 | 6 | 3 | 0.1
CNC(=O)c1c(NC(=O)c2ccccc2OC)sc2c1CCCC2 | -0.5 | -9 | 0 | 0.0
O=C(Nc1ccc(NC(=O)C2CC2)cn1)c1ccc(Cl)cc1 | 0.5 | -1 | -4 | -0.2

Next entries:
SMILES | GPR151 activ | MITF inh | TEAD-YAP inh | FBW7 act
COc1cc(-c2c(C#N)c(N)nc(SCC(=O)O)c2C#N)cc(OC)c1OC | 1.4 | 19 | 0 | -0.1
COCCn1c(C)cc(C(=O)CSc2nnc(-c3ccc(OC)c(OC)c3)o2)c1C | 2.4 | 14 | 5 | 0.4
Cc1ccnc(N2CCCC(C(=O)NC3CCCCC3)C2)n1 (stereo unspecified) | -0.6 | -2 | -8 | 0.0
CSc1nnc(NC(=O)COc2ccc(Cl)cc2Cl)s1 | 0.7 | 13 | -12 | -0.1
Fc1ccccc1-c1ccc(OCCN2CCCCC2)nc1 | -1.1 | -6 | -26 | -0.4
CCOC(=O)CCc1c(C)nc2ncnn2c1C | -0.2 | 11 | 3 | 0.5
O=C(NCc1ccc2c(c1)OCO2)Nc1ccc([N+](=O)[O-])cc1 | -1.4 | -10 | 12 | 0.2
COc1ccccc1-n1c(=O)c2c(n3cnnc13)-c1ccccc1CC21CCCCC1 | -0.4 | 4 | -16 | 0.1
CCCCOc1ccc(C(=O)N/C(=C/c2ccc3c(c2)OCO3)C(=O)O)cc1 | 2.7 | 7 | 9 | -0.1
CSC1=N/C(=C/c2ccc3c(c2)OCO3)C(=O)N1CN1CCOCC1 | -1.6 | 1 | 6 | 0.2
CCC1CN(CC(=O)NCc2csc(-c3cccs3)n2)Cc2cc(OC)ccc2O1 (stereo unspecified) | -0.2 | 1 | 5 | 0.0
COc1cc(OC)cc(-n2nc(C(=O)N3CCCc4ccccc43)c3ccccc3c2=O)c1 | 2.1 | -4 | -8 | -0.1
N#CC1=C(SCC(=O)Nc2cccc(Br)c2)NC(=O)CC1c1cccs1 (stereo unspecified) | -0.1 | -16 | -4 | 0.2
CC(C)(C)OC1C(C#Cc2ccccc2)C1(C)C (stereo unspecified) | 1.7 | 12 | -9 | 0.6
CCOC(=O)c1oc2ccc(NC(=O)c3ccc(OC)c(OC)c3)cc2c1C | -0.5 | 6 | -9 | 0.0
COc1cc2nc(NC(=O)CCOc3ccccc3)sc2cc1OC | 2.5 | -8 | 7 | -0.2
COc1ccc(S(=O)(=O)NCC2CCCN(C(=O)c3sccc3C)C2)cc1 (stereo unspecified) | 5.5* | -10 | 17 | 0.2
O=C(CN1CCC(Nc2nc3c(c(=O)[nH]2)CCCC3)CC1)NC1CCCC1 | 0.1 | 14 | 0 | 0.0
CCn1c(=O)c(=O)[nH]c2c(=O)oc3ccccc3c21 | -0.2 | -3 | -11 | 0.0
C=CCn1c(SCC(=O)c2ccccc2)nnc1C(C)NC(=O)c1ccccc1 (stereo unspecified) | 1.7 | 0 | 7 | 0.0
CCOC(=O)C1(Cc2cccc(Cl)c2)CCCN(C(=O)CCC(=O)N(C)C)C1 (stereo unspecified) | 2.2 | 18 | 6 | 0.5
CCc1ccc(C2=NC(c3ccc(Cl)cc3)NC(c3cc(Br)ccc3O)C2)cc1 (stereo unspecified) | 0.5 | -11 | 0 | -0.2
CC(=O)c1ccc(-c2ccc(/C=C(\C#N)C(N)=C(C#N)C#N)o2)cc1 | -1.0 | -82 | -12 | 0.7
COc1cc(NC(=O)NCC2(O)CCCC2)cc(OC)c1 | -0.9 | -4 | -5 | 0.7
Cc1cccc(C(=O)NCCC(=O)O)c1 | 3.7 | 8 | -10 | 0.4

More structures.
SMILES | GPR151 activ | MITF inh | TEAD-YAP inh | FBW7 act
CN(C(=O)COc1ccccc1F)c1ccccc1 | -0.1 | -6 | -6 | -0.2
O=C(O)CN(Cc1ccc(Cl)cc1)S(=O)(=O)c1ccc(Cl)cc1 | 5.1* | -8 | 3 | 0.0
N#Cc1ccc(Oc2ccccc2N2C(=O)C3CC=CCC3C2=O)cc1 (stereo unspecified) | 2.8 | 0 | 1 | -0.1
CCCN(Cc1cc(OC)c2c(c1)OCO2)CC1CC1 | 3.2 | 6 | 1 | 0.2
Cc1ccc(NC(=S)N(CCCN2CCN(C)CC2)Cc2cccs2)cc1C | -0.5 | 0 | -2 | -0.4
O=C(Cn1c(-c2ccccc2Cl)nc2ccccc2c1=O)Nc1ccc(F)c(Cl)c1 | 0.0 | 8 | 7 | -0.1
CC(=O)c1c(C)nc(-c2ccccc2)n1O | -0.3 | 18 | 2 | 0.0
O=C(NCc1cccc(C(F)(F)F)c1)c1cccc(Nc2nccc3ccccc23)n1 | 5.5* | 2 | 2 | 0.2
COc1ccc(CN2CCNC(=O)C2CC(=O)N(C)Cc2cc(C)no2)cc1OC (stereo unspecified) | -0.2 | -7 | -5 | -0.1
O=S(=O)(Cc1ccccc1)NCCc1ccc(F)cc1 | -0.9 | 3 | -2 | 0.1
CCN(CC)CCOCCOc1ccc2ccccc2c1 | 0.4 | 1 | 1 | -0.2
O=C(CSc1nc2ccsc2c(=O)n1Cc1ccc2c(c1)OCO2)NCc1ccccc1 | 1.6 | -2 | 0 | -0.3
COc1ccccc1CC(=O)NCc1csc(-c2cccs2)n1 | -2.0 | 1 | -34 | 0.2
COc1cc(OC)nc(N2CCN(c3cccc(C(F)(F)F)c3)CC2)n1 | 1.4 | -21 | -1 | 0.0
CCOc1ccc(Br)cc1S(=O)(=O)/N=C(/N)c1ccccc1 | 0.2 | 16 | 5 | 0.2
COc1cc(Nc2cc(-c3ccc(C(N)=O)cc3)nc(N)n2)cc(OC)c1OC | 12* | 6 | -3 | 0.1
CC(C)=C1C2C=CC1C(C(=O)Nc1cc(C)ccc1C)C2C(=O)O (stereo unspecified) | 1.4 | 11 | -3 | 0.1
CN(C(=O)c1c[nH]c2ccc(S(=O)(=O)N(C)c3ccc(Br)cc3)cc2c1=O)C1CCCCC1 | -1.4 | 10 | -9 | 0.1

Grouped by structure: those above containing an aryl thioether with sulfur outside any ring
SMILES | GPR151 activ | MITF inh | TEAD-YAP inh | FBW7 act
O=C(CSc1ccccn1)Nc1cc(Cl)cc(Cl)c1 | 0.7 | 5 | -4 | 0.0
Cc1cc2nnc(SCc3ccc(F)cc3)n2c2ccccc12 | 0.3 | 5 | 1 | 0.0
N#CCSc1nc2ccccc2c(=O)n1Cc1ccco1 | -0.2 | 2 | 1 | -0.1
CC(C)CCNC(=O)CSc1nc2ccsc2c(=O)n1CCCCCC(=O)NCCc1ccccc1 | 0.5 | 6 | -9 | 0.1
O=C(COc1ccc(Cl)cc1)NCCSc1ccccn1 | 1.0 | 0 | -13 | 2.6*
CCN(CC)C(=O)CSc1nc(C)cc(=O)[nH]1 | -1.9 | 9 | -2 | 0.0
COc1ccc(OC)c(NC(=O)CSc2nncn2N)c1 | 0.7 | 3 | 7 | 0.0
COc1cc(-c2c(C#N)c(N)nc(SCC(=O)O)c2C#N)cc(OC)c1OC | 1.4 | 19 | 0 | -0.1
COCCn1c(C)cc(C(=O)CSc2nnc(-c3ccc(OC)c(OC)c3)o2)c1C | 2.4 | 14 | 5 | 0.4
CSc1nnc(NC(=O)COc2ccc(Cl)cc2Cl)s1 | 0.7 | 13 | -12 | -0.1
C=CCn1c(SCC(=O)c2ccccc2)nnc1C(C)NC(=O)c1ccccc1 (stereo unspecified) | 1.7 | 0 | 7 | 0.0
O=C(CSc1nc2ccsc2c(=O)n1Cc1ccc2c(c1)OCO2)NCc1ccccc1 | 1.6 | -2 | 0 | -0.3

Assay outcomes as filed in PubChem BioAssay.
